Screens as filed in PubChem.
Pin1 inh = human Pin1 inhibition | Q13526 | Pin1 FP peptide displacement, HiFluor488, 10 min | Potency, µM (titrated, usually from 115 µM), for the others: at the top dose activity, negative = inhibition, usual class: inhibitors | 390,000 compounds, 0.009% hits | AID 504891; active = well fitted inhibition curve with a large enough effect in the polarisation, with a control signal flat, not every such curve was filed as active; inconclusive = small, poorly fitted or top-dose-only effect, or effect the other way, or a change in a side signal; inactive = no such curve, though single readings can be large or run the other way; the % refers to the polarisation; note: % is set by controls: 0 for no effect and ±100 for the full control effect
Target sequence (Q13526 whole entry, looked up): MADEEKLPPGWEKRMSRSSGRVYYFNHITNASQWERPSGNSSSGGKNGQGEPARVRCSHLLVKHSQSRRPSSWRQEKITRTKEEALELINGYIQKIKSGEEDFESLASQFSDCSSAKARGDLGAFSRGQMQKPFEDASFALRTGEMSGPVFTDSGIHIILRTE
ALOX12 inh = inhibitors of human 12S-lipoxygenase ALOX12 | P18054 | purified 12hLO, xylenol orange hydroperoxide absorbance | Potency, µM (top dose mostly 108 µM), for the others: at the highest dose activity change, negative = inhibition, hits mostly inhibitors | 580,000 compounds, 1.1% hits; note: % is set by controls: 0 for no effect and ±100 for the full control effect
Target sequence (P18054 whole entry, looked up): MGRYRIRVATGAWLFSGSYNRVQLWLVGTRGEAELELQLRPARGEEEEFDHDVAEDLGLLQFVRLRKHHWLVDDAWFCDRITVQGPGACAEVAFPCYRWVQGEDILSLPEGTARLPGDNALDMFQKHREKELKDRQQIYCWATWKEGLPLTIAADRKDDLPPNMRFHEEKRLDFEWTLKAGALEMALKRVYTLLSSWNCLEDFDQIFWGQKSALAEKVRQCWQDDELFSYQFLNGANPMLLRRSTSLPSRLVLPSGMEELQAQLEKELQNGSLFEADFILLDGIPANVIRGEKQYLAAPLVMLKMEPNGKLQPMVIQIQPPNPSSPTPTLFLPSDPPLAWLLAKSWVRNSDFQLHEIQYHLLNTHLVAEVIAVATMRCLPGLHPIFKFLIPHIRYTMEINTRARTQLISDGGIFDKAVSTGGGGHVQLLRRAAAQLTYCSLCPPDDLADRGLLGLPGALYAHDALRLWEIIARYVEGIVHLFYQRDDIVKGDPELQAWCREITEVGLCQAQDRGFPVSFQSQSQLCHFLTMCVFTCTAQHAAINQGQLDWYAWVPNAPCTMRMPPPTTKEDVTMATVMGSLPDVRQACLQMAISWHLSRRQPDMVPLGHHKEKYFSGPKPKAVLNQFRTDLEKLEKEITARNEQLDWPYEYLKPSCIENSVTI
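Purified human 12hLO at 150 nM in 25 mM Hepes, 0.01% Triton X-100, pH 7.0, preincubated 15 min at room temperature with compound. Reaction started with 40 uM arachidonic acid, 30 min at room temperature. Hydroperoxide measured by Fe-xylenol orange, 573/405 nm absorbance ratio.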
rTrxR1 inhibitor = inhibitors of rat thioredoxin reductase 1; recombinant rTrxR1, NADPH fluorescence consumption, selenite substrate; Potency, µM (doses to about 114 µM), for the others: at the highest dose activity change, negative = inhibition, hits mostly inhibitors; AID 588453; O89049; 390,000 compounds, 1% hits; note: % is set by controls: 0 for no effect and ±100 for the full control effect; nearly all actives have a fitted effect of over 65% in size
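Rat TrxR1 (90 nM in the dispensed reagent) was pre-reduced with 400 uM NADPH for 5 min at room temperature, then incubated with compound for 15 min. After 400 uM selenite was added, NADPH fluorescence (Ex 340/Em 450 nm) was followed for 8 min.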
RGS4 inhibitor = inhibitors of human regulator of G protein signaling 4 | Transcreener GDP fluorescence polarization, RGS4-accelerated GTP hydrolysis | Potency, µM (top dose mostly 114 µM), inactives show at the top dose activity change, negative = inhibition, hits mostly inhibitors | 390,000 compounds, 0.039% hits | AID 504845; note: % is set by controls: 0 for no effect and ±100 for the full control effect; nearly all actives have a fitted effect of over 75% in size; some results filed as inactive show a strong effect at the top dose
Target sequence (P49798 whole entry, looked up): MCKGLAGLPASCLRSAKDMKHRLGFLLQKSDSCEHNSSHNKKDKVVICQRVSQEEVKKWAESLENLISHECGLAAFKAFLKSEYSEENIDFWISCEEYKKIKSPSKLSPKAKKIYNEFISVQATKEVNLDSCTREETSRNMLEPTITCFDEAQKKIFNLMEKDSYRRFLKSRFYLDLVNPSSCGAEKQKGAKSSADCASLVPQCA
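MLSMR compounds (23 nl, pin-transferred) preincubated 10 min at room temperature with a 500nM (2x) first reagent, then RGS4 at 900nM (2x) plus Transcreener GDP mix added; fluorescence polarization (620/688 nm) read before and after 90 min at 30 °C.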
HP1b binding inh = blocks HP1-beta chromodomain binding to methylated histone tails; AID 540317; 390,000 compounds, 0.56% hits; Potency, µM (top dose mostly 114 µM), for inactives: at the highest dose activity change, negative = inhibition, hits mostly inhibitors; P83916; AlphaScreen HP1-beta / biotin-H3K9me3 peptide binding; note: nearly all actives have a fitted effect of over 70% in size; inactives centre near 23
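AlphaScreen: HP1-beta (50 nM) preformed 30 min with biotin-H3(1-18)K9me3 peptide (50 nM) in PBS pH 7.4, 0.01% Tween-20. Compound added for 30 min at RT, then streptavidin donor/nickel chelate acceptor beads (10 ug/mL) for 30 min.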
PGK inhibitor = blocks T. brucei phosphoglycerate kinase; P07378; PGK/GAPDH coupled, Kinase-Glo luminescence, 60 min; Potency, µM (highest dose often 57.5 µM), inactives show at the highest dose activity change, negative = inhibition, actives largely listed as inhibitors; 380,000 compounds, 0.043% hits; AID 602233; note: % is set by controls: 0 for no effect and ±100 for the full control effect; nearly all actives have a fitted effect of over 60% in size
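Recombinant glycosomal PGK reaction used 1,3-bisphosphoglycerate generated in-well by GAPDH (100nM final) in 100mM TEA pH 7.6, 5mM MgCl2, 0.01% Tween-20. After 60 minutes at room temperature, ATP was read by Kinase-Glo Plus luminescence end-point.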
ERG-DNA inh = blocks human ERG Ets domain binding to DNA. Potency, µM (doses to about 76.9 µM), for the others: at the top dose FP activity, negative = inhibition, usual class: inhibitors. 370,000 compounds, 0.028% hits. fluorescence polarization, His-ERG Ets domain / labelled DNA. AID 624246. P11308; active = well fitted inhibition curve with a large enough effect in the polarisation, with a control signal flat; inconclusive = small, poorly fitted or top-dose-only effect, or effect the other way, or a change in a side signal; inactive = no such curve, though single readings can be large or run the other way; the % refers to the polarisation;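 note: polarization taken with two DNA probes labelled with fluorescein and Texas red; % of control where 0% means no effect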
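His-tagged ERG Ets domain (1 uM in the protein solution; 300mM KCl, 50mM Tris-HCl, 1mM EDTA, 1mM DTT, pH 7.5) received compound, then a probe mix of 5 nM fluorescein-DNA and 100nM Texas-615-DNA. Fluorescence polarization was read for both dyes.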
JMJD2A Tudor inh = inhibitors of human JMJD2A Tudor domain; O75164; Potency, µM (top dose mostly 114 µM), for the others: at the top dose activity change, negative = inhibition, hits mostly inhibitors; 390,000 compounds, 4.4% hits; AlphaScreen JMJD2A-Tudor / H3K4me3 peptide binding; AID 504339; note: % is set by controls: 0 for no effect and ±100 for the full control effect; nearly all actives have a fitted effect of over 50% in size
GLS inhibitor = inhibitors of human glutaminase (GLS) | GLS enzymatic activity, qHTS titration | Potency, µM (top dose mostly 45.5 µM), for the others: at the top dose activity change, negative = inhibition, usual class: inhibitors | 410,000 compounds, 0.21% hits | AID 624170; note: % is set by controls: 0 for no effect and ±100 for the full control effect
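Two-point fluorescence kinetic (t0, 30 min RT) for hKGA; glutamate detected via glutamate oxidase–HRP–Amplex Red. Substrate: 1 mM L-glutamine solution; buffer 45 mM KH2PO4, pH 8.2.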
Starred values were filed as active, the others as inactive; i = inactive; u = inconclusive; x = not tested or not shown; & = joins results of further samples; [ ] = dose if it differs, or a comment. Unless noted, calls come from the whole dose curve; as a rule, active = well fitted curve in the direction sought with a large enough effect; inconclusive = small, poorly fitted or top-dose-only effect, or another doubt; inactive = no such curve, though single readings can be large; an effect the other way counts as inactive or inconclusive. Potency is the fitted concentration of half-maximal effect.

SMILES | Pin1 inh | ALOX12 inh | rTrxR1 inhibitor | RGS4 inhibitor | HP1b binding inh | PGK inhibitor | ERG-DNA inh | JMJD2A Tudor inh | GLS inhibitor
COc1ccc(-c2cc(C(=O)N3CCCC3)c3ccccc3n2)cc1 | -7% | 0%&10% | 20%[57.1 µM] | -14%[56.9 µM] | 7% | 2% | -1% | -23% | 10%
CC(=O)c1ccc(NC(=O)C2CCN(S(=O)(=O)c3ccc4c(c3)N(C(C)=O)CCO4)CC2)cc1 | 0% | 22% | -7% | -20% | 33% | -13% | -7% | -6% | -1%
Cc1ccc(S(=O)(=O)N(Cc2ccccc2)c2ccccc2C(=O)Nc2ccccc2C(=O)NCc2ccco2)cc1 | 15% | 1% | 35% | 2%[11.4 µM] | 35% | i | 1% | -20% | -2%
CCCCN1CCNC[C@@H]1Cc1ccc(O)cc1 | 3% | -6% | 19%[57.1 µM] | -20% | 25% | 0% | 10% | -17% | 25%
Cc1cccc(OCc2nnc(SCC(=O)c3cccs3)n2C)c1C | -5% | -7% | 2% | 3% | 22% | -3% | 9% | -31% | 5%
CCOc1ccccc1NC(=S)N1CCCCCC1 | -7% | -12% | 32% | 4% | 27% | -11% | 4% | -5% | 12%
Cc1ccc(CNC(=O)C2CCN(S(=O)(=O)c3ccc4c(c3)CC(C)N4C(=O)C3CC3)CC2)cc1 (centres undefined) | 10% | -16% | 12% | 2%[56.9 µM] | 55%[activator] | -4% | 2% | -9% | -16%
Fc1ccc(Nc2nc(N3CCOCC3)c3ccccc3n2)cc1 | 7% | u | -12% | -10% | 63%[activator] | -5% | -2% | -28% | -1%
COc1ccccc1CC(NC(C)=O)C(=O)NC1CCN(c2nnnn2-c2ccccc2)CC1 (centres undefined) | -2% | x | 3% | 2% | 33% | 3% | 8% | 5% | 6%
CCOC(=O)C1=C(O)c2ccccc2C(=O)/C1=C\c1ccc(C)cc1 | -10% | 10µM* | 11µM* | u | 35µM* | 0% | 20% | 40µM* | -20%
CC(NC(=O)CCNS(=O)(=O)c1cccc2nonc12)c1ccccc1 (centres undefined) | 2% | -15% | -9% | -39% | 22% | -7% | 21% | 4% | 0%
CCOc1ccc(-n2c(=O)c3c4c(sc3n(CC(=O)Nc3cccc(C(F)(F)F)c3)c2=O)CCCCC4)cc1 | 1% | -8% | 16% | -17% | 29% | -10% | 0% | -7% | -4%
O=C(COc1ccccc1Cl)Nc1ccc(Cl)cn1 | 0% | 0% | 13% | -14% | 36%[activator] | -4% | 7% | -5% | 0%
O=C(c1cnn2c(C(F)F)cc(C3CC3)nc12)N1CCOCC1 | -8% | 2% | 8%[57.1 µM] | -1% | 30% | -6% | 6% | -4% | 2%
CCCCCC1NC(=O)NC1CCCCCC(=O)O (centres undefined) | 4% | -24% | 8% | 3% | 41%[activator] | 16% | -5% | -10% | -4%
CSc1nc2sc3c(c2c(=O)[nH]1)CCc1ccccc1-3 | 1% | -7% | 0% | 9% | 29% | 3% | -3% | -1% | 6%
CCOC(=O)N1CCN(Cc2nc(N)nc(Nc3ccc(OC)cc3)n2)CC1 | -5% | 2% | -9%[57.1 µM] | 5% | 19% | 0% | -2% | -29% | 2%
Cc1ccnc2nc(C(=O)OCC(=O)c3ccc(NC(=O)CC(C)C)cc3)nn12 | 39%[activator] | -12% | 7% | -10% | -21% | -7% | 11% | u | -11%
Cc1cccc(N(CC(=O)NC2CCCC2)C(=O)c2nsc(Cl)c2Cl)c1C | -2% | -18% | 14%[57.1 µM] | -5% | 31% | -9% | -7% | -9% | -1%
CCCN(CC(=O)Nc1ccccc1C)C(=O)c1cc(=O)[nH]c2ccccc12 | 0% | 0% | 17%[57.1 µM] | -32% | -2% | 15% | -2% | -16% | 6%
COc1ccccc1N1CCN(c2nc(C)cc(C)c2C#N)CC1 | 15% | 6% | 12% | -14% | 39% | -1% | 10% | 9% | -6%
CCOc1cccc(C2c3[nH]c4ccccc4c3CCN2C(=O)Cc2cccc(OCC)c2OCC)c1 (centres undefined) | 3% | -16% | 3% | 9% | 18% | -5% | -4% | -28% | -6%
Cc1coc2c(C)c3oc(=O)c(CCC(=O)NCCN4CCOCC4)c(C)c3cc12 | u | 7% | 3% | -5% | 20% | 11% | 1% | -15% | -1%
C/C(NC(=O)c1ccccc1)=C1/C(=O)CC2C1C2(C)C (centres undefined) | -10% | -3% | 7%[57.1 µM] | -17% | 65% | -5% | 0% | 24% | -3%
CCOC(=O)c1ccc(-c2ccc3oc(-c4ccsc4)cc(=O)c3c2)cc1F | -1% | 6% | 20% | -3% | 71%[activator] | -4% | 3% | 8% | 1%

(cont.)
SMILES | Pin1 inh | ALOX12 inh | rTrxR1 inhibitor | RGS4 inhibitor | HP1b binding inh | PGK inhibitor | ERG-DNA inh | JMJD2A Tudor inh | GLS inhibitor
O=C(CNC(=O)c1ccccc1)N/N=C/c1cccs1 | -4% | -2% | 10% | 5% | 31% | -1% | -19% | -6% | -5%
Cc1cc(F)ccc1NC(=O)c1ccc2nc(Cc3ccccc3)oc2c1 | -6% | u | 27%[57.1 µM] | -4% | 26%[57 µM] | -9% | -2% | 1% | -11%
Cc1cccc(N2CCN(C(c3cccs3)c3nnnn3C(C)(C)C)CC2)c1C (centres undefined) | -10% | 19% | 20% | -8% | 21% | -12% | x | -3% | 2%
O=C(NCc1ccc(OC(F)(F)F)cc1)c1cccc2c1C(=O)c1ccc(N3CCC(Cc4ccccc4)CC3)cc1S2(=O)=O | u | -9% | 22% | -9% | 39%[activator] | -7% | 6% | -3% | 1%
COc1ccc(NC(=O)Nc2ccccn2)cc1OC | 4% | 1% | 12% | 11% | 10% | -6% | -6% | -12% | 4%
O=C(NNC(=S)Nc1ccc(Br)cc1)c1ccccc1 | -1% | 459%[activator] | -15% | -31% | 17% | 3% | -2% | -24% | 13%
Cc1ccc(/C=C/C(=O)O)cc1S(=O)(=O)N1CCCc2ccccc21 | 7% | 1% | -4% | 20%[11.4 µM] | 64%[activator] | 3% | 0% | -17%[11.4 µM] | 3%
CCn1c(CN2CCOCC2)nc2cc(NC(=O)c3ccc([N+](=O)[O-])cc3)ccc21 | -5% | -13% | 25% | 12% | 32%[activator] | 4% | 1% | -13% | 0%
C=Cc1ccc(CSc2cc(C)nc3nc(C)nn23)cc1 | 16% | -5% | -31% | -27% | 36% | 0% | -1% | -28% | 1%
Clc1ccccc1C1=CC(c2ccco2)n2ncnc2N1 (centres undefined) | u | 0% | -39% | -1% | 20% | i | 14% | -14% | -12%
CC(C)C(=O)Nc1ccc(NC(=O)c2ccc([N+](=O)[O-])cc2Cl)cc1 | 6% | -24% | -8% | -21% | 31% | -6% | -4% | -5% | -2%
COc1ccc(Nc2nc(-c3ccccc3)c3ccccc3n2)cc1 | -1% | 1% | -8% | -21% | 22% | 0% | 9% | -13% | -3%
COC(=O)C1CCN(C(=O)c2cc(-c3ccc(Cl)s3)nc3ccccc23)CC1 | -3% | 192%[activator] | 25% | 5% | 55%[activator] | -3% | -1% | -1% | -1%
CC1C(c2ccccc2)=NNc2nc3c(c(=O)n(C)c(=O)n3C)n21 (centres undefined) | -4% | x | 6% | 8% | 50%[activator] | 8% | -9% | 6% | 4%
N#C/C(=C\c1ccc(OCC(N)=O)cc1)S(=O)(=O)c1ccccc1 | 4% | 47% | 0% | -9% | 47%[activator] | i | -3% | 3% | 3%
COc1ccc2nc(-c3ccc(Cl)cc3)cc(C(=O)O)c2c1 | 9% | -11% | 12%[57.1 µM] | 11%[56.9 µM] | 42%[activator] | -11% | 1% | -14% | 6%
NC(=O)C1CCN(C(=O)c2cnn(-c3ccccc3)c2NC(=O)c2ccco2)CC1 | -1% | 32%[activator] | 28% | 17% | 10% | -6% | -2% | 2% | 4%
CCCN(CCC)CCCNC(=O)C(NS(=O)(=O)c1ccc2c(c1)CCC(=O)N2)c1ccccc1 (centres undefined) | -1% | -1% | 20% | 31% | 31% | -5% | 2% | -11% | 1%
CCc1ccc(OCC(=O)NCC(c2ccc(Cl)cc2)N2CCCCC2)cc1 (centres undefined) | 5% | -1% | 33% | 8% | 29% | -6% | -11% | -3% | 3%
CCCCC(=O)Nc1ccc(NC(=O)CCCC)nc1 | -13% | -19% | -4% | -12%[11.4 µM] | 68%[activator] | -9% | -8% | 2%[11.4 µM] | -13%
Cc1ccc2onc(CNC(=O)N3CCN(c4cc(Cl)ccc4C)CC3)c2c1 | 14% | 5% | 5% | 18% | 22% | 5% | 5% | -14% | 15%
O=C(Nc1ncc(Cc2ccccc2)s1)c1cccs1 | 1% | 0% | 7%[57.1 µM] | -22% | 10% | -9% | -1% | -25% | 8%
O=C(CSc1nnc(COc2ccc(Cl)cc2)o1)N1CCN(c2ccccc2)CC1 | -1% | 498%[activator] | 9%[57.1 µM] | u | 2% | -5% | -5% | u | 15%
COC(=O)c1cccc(NC(=S)N2CCN(c3ccccc3F)CC2)c1 | -9% | -5% | 20%[57.1 µM] | -9% | 26% | -9% | 3% | -11% | 11%

These rows are one share of the data; rates above refer to the full screens.
